# Screens as filed in PubChem.
# EBI2 block: blocks human EBI2 receptor beta-arrestin signaling; 0.81% of 360,000 active; EBI2 beta-arrestin recruitment, luminescence, 7a,25-OHC stimulated; inhibition, % at 5 µM; in the data active means inhibition above about 38%;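 further: enzyme fragment complementation signal reports receptor beta-arrestin coupling in cells; 0% = agonist plus DMSO wells and 100% = wells without agonist; some results beyond the cut were filed as inactive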
# Target sequence (P32249 whole entry, looked up, the tested form may be a part): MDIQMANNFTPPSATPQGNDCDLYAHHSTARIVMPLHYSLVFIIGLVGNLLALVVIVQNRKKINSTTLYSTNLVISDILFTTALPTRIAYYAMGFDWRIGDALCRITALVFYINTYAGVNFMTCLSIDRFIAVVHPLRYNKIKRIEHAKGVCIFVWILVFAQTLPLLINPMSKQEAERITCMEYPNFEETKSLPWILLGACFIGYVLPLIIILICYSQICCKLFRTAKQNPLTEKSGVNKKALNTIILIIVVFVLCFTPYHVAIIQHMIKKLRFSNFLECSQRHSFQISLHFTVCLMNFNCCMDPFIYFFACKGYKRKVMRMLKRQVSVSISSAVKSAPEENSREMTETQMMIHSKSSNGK
# CCR6 antagonist: CCR6 (human) receptor antagonism | P51684 | CHO-K1 CCR6 PathHunter beta-arrestin, luminescence, CCL20-stimulated | inhibition, % at 20 µM | 0.49% of 340,000 active | AID 493098;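 active means compounds whose inhibition of the agonist-driven luminescence signal at 20 µM reaches about 50%, limit read from the data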;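 further: cells stimulated with CCL20 at 14 nM final; plate controls were DMSO with CCL20 for no effect and DMSO without agonist for full effect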
# Target sequence (P51684 whole entry, looked up): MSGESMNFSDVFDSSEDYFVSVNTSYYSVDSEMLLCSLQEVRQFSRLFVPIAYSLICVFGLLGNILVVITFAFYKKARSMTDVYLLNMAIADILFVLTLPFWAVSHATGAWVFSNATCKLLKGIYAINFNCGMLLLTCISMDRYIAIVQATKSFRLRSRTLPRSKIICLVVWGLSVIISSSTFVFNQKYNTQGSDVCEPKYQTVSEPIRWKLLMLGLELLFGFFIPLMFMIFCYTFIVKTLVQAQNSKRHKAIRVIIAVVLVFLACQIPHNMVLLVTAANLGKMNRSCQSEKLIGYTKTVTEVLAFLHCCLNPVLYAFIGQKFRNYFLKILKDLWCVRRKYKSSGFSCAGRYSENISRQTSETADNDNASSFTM
# SENP8 inh: SENP8 protease inhibition | purified SENP8, Z-RLRGG-aminoluciferin cleavage, luminescence | inhibition, % at 10 µM | 1.2% of 330,000 active | AID 2540
# Gli-Sufu antag: antagonists of Gli-Sufu signaling; Sufu-KO-LIGHT fibroblasts, Gli luciferase reporter luminescence; inhibition, % at 5 µM; 0.74% of 340,000 active; AID 588413;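 active means inhibition above about 55%, limit read from the data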;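 further: 0% = DMSO-treated cells and 100% = wells with medium but no cells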
# Apaf1 inhib: blocks human Apaf-1 apoptosome activity. O14727. reconstituted apoptosome caspase-3 activity, DEVD-Rh110 fluorescence. inhibition, % at 20 µM. 0.71% of 330,000 active; active means inhibition of at least 40% at 20 µM;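 further: plate controls were DMSO wells for no effect and DEVD-CHO caspase inhibitor wells for full effect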
#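 Material: reconstituted apoptosome with Apaf-1, cytochrome c, caspase-9, procaspase-3, dATP; medium: pH 7.5 Hepes buffer with CHAPS, BSA, DTT; also added: cytochrome c and DEVD-Rh110 substrate; timing: 30 min plus 50 min, RT; signal: Rh110 fluorescence intensity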
# Jurkat NFkB inh: inhibitors of the PMA/ionomycin-induced NF-kB reporter in Jurkat cells; PMA/ionomycin-induced NF-kB luciferase reporter, luminescence; inhibition, % at 4 µM; 0.53% of 330,000 active; AID 435003
# UBC13 polyUb: blocks human UBC13 polyubiquitin chain formation; P61088; TR-FRET; inhibition, % at 20 µM; 0.47% of 330,000 active; in the data active means inhibition above about 45%, passing the limit was not always enough
# 697 NFkB inh: lowers PMA/ionomycin-induced NF-kB signal in 697 B cells | 697 B-cell NF-kB luciferase reporter, 16 h | inhibition, % at 4 µM | 0.33% of 330,000 active | AID 435022; in the data active means inhibition above about 35%
# * hit, by the source's call. Unless noted, no stated cut-off is given here; in the data, active means inhibition above about 50%; inactive means the rest. An excerpt; count on the stated rates, not on these rows.
# The first 4 records (preview)
Structure | EBI2 block | CCR6 antagonist | SENP8 inh | Gli-Sufu antag | Apaf1 inhib | Jurkat NFkB inh | UBC13 polyUb | 697 NFkB inh
O=C(NCc1ccccc1)c1c(O)c2ccccc2[nH]c1=O | -7.8 | 4.8 | 5.3 | -16.3 | -15.3 | -4.5 | 6.8 | -1.7
O=c1[nH]ncc(N2CCCCC2)c1Cl | -8.3 | 4.4 | -3.5 | -6.0 | 4.6 | -7.1 | 2.3 | -3.4
O=C(NCC(c1cccs1)N1CCOCC1)c1cc(-c2ccc(F)cc2)nc2ccccc12 (centres undefined) | 12.0 | 4.2 | -10.6 | 5.2 | 16.6 | -9.7 | -10.6 | -12.3
O=C(NCCc1cccs1)C1CC(c2ccccc2[N+](=O)[O-])=NO1 (centres undefined) | 5.0 | 3.3 | 2.8 | 12.1 | -10.3 | -59.8 | -3.5 | -68.8

# Main list, from the first entry:
Structure | EBI2 block | CCR6 antagonist | SENP8 inh | Gli-Sufu antag | Apaf1 inhib | Jurkat NFkB inh | UBC13 polyUb | 697 NFkB inh
O=C(NCc1ccccc1)c1c(O)c2ccccc2[nH]c1=O | -7.8 | 4.8 | 5.3 | -16.3 | -15.3 | -4.5 | 6.8 | -1.7
O=c1[nH]ncc(N2CCCCC2)c1Cl | -8.3 | 4.4 | -3.5 | -6.0 | 4.6 | -7.1 | 2.3 | -3.4
O=C(NCC(c1cccs1)N1CCOCC1)c1cc(-c2ccc(F)cc2)nc2ccccc12 (centres undefined) | 12.0 | 4.2 | -10.6 | 5.2 | 16.6 | -9.7 | -10.6 | -12.3
O=C(NCCc1cccs1)C1CC(c2ccccc2[N+](=O)[O-])=NO1 (centres undefined) | 5.0 | 3.3 | 2.8 | 12.1 | -10.3 | -59.8 | -3.5 | -68.8
Cc1ccc(S(=O)(=O)N(C)c2c(C)ccc(S(=O)(=O)Nc3ccncc3)c2C)cc1 | -2.5 | 10.7 | -5.1 | 10.0 | -7.1 | 5.4 | 10.2 | 15.5
O=S(=O)(c1cc(F)ccc1F)N1CCN2CCCC2C1 (centres undefined) | -0.3 | 3.8 | -6.2 | 35.8 | 0.1 | -7.2 | -5.8 | -9.9
Cc1ccc(SC(C)C(=O)NCC(C)C)cc1 (centres undefined) | 0.5 | 2.1 | 2.2 | -0.1 | -20.7 | 3.9 | 2.0 | 6.8
O=C(CSc1nnc(COc2ccc(Br)cc2)o1)N1CCOCC1 | -10.9 | 4.1 | -10.0 | 2.0 | 2.8 | -4.8 | -21.7 | -25.7
O=C1C2CCCN2C(=O)N1CCCCN1CCN(c2ccccc2)CC1 (centres undefined) | -7.9 | -4.3 | -8.1 | 8.2 | -10.1 | -4.2 | -4.0 | 14.6
CCOC(=O)Cc1cc(=O)[nH]c(Nc2nc3ccccc3o2)n1 | -10.7 | 2.9 | -3.3 | -9.8 | -7.1 | 7.1 | 82.5* | -11.5
COc1ccccc1OCC(=O)Nc1ccccc1C(=O)Nc1cccc(C(=O)O)c1 | 1.6 | 7.8 | 6.0 | 25.4 | -6.4 | 2.4 | 0.5 | 12.0
CCn1c(C)c(C)c2cc(C(=O)NC3CCCCCC3)ccc21 | 16.1 | 10.2 | -12.7 | -16.6 | 23.4 | -36.4 | -2.1 | -31.9
COc1cccc(/C=N/NC(=S)Nc2cccc(S(=O)(=O)N(C)C)c2)c1 | 6.2 | 15.6 | -1.0 | -7.0 | 9.9 | -7.3 | -9.1 | -1.3
Cc1cc(C)n(CC(C)NCc2c(C(=O)N3CCOCC3)nc3c(C)cccn23)n1 (centres undefined) | 1.3 | -2.7 | -5.8 | 8.6 | 4.6 | 7.1 | -2.4 | 8.1
O=C(O)c1ccc(NC(=O)c2ccc(Cl)cc2)c(NC(=O)c2ccc(Cl)cc2)c1 | -5.4 | 14.4 | -2.4 | -12.3 | 17.8 | -18.8 | -24.9 | -46.6
Cc1cccc(NC(=O)CSc2nc3ccccc3c(=O)n2CC2CCCO2)c1 (centres undefined) | 8.9 | 18.1 | -14.5 | 3.5 | 19.0 | -3.8 | 4.3 | -13.1
CCOC(=O)c1c[nH]c2c(Cl)ccc(Cl)c2c1=O | 0.2 | 14.5 | -6.2 | 1.7 | 2.8 | 1.2 | 9.8 | -9.0
COc1cc(/C=C2/SC(=S)N(CC(=O)O)C2=O)ccc1OC(=O)c1cccs1 | -7.4 | 18.5 | 3.9 | -47.2 | -23.3 | 22.3 | -11.4 | 23.8
CCCC(=O)NCCc1nc2cc([N+](=O)[O-])ccc2n1C | -3.1 | 17.1 | -6.5 | 1.1 | -4.9 | -7.4 | 1.3 | 13.1
Cc1cccc(-n2c(O)c(C=NC3CCS(=O)(=O)C3)c3ccccc3c2=O)c1 (centres undefined) | -11.9 | 10.9 | -9.0 | -101.0 | 0.5 | 10.1 | -5.1 | 5.8

# Next section:
Structure | EBI2 block | CCR6 antagonist | SENP8 inh | Gli-Sufu antag | Apaf1 inhib | Jurkat NFkB inh | UBC13 polyUb | 697 NFkB inh
Cc1cc2cc(CCNC(=O)CC(C)(C)C)c(=O)[nH]c2cc1C | -1.9 | -15.2 | -17.2 | 4.2 | 15.9 | -7.0 | 7.7 | -10.4
CN(CC(=O)Nc1ccc(Cl)cc1)C(=O)CCc1ccccc1 | -19.7 | 11.8 | -2.3 | 1.2 | 3.2 | 20.5 | -5.6 | 13.0
COc1ccc(C2NC(=O)N(C)C3=C2C(=O)CC(C)(C)C3)cc1OC (centres undefined) | -1.5 | 10.3 | -2.6 | -4.9 | -6.8 | 0.4 | 1.2 | 5.3
Cc1ccc(-c2nnc(Nc3ccc(C(=O)N(C)C)cc3)c3ccccc23)cc1S(N)(=O)=O | -6.5 | 10.9 | -7.1 | 0.1 | 3.1 | 11.9 | 4.8 | -0.8
COc1cc(C(=O)NCc2ccc(C)cc2)ccc1OC(F)F | -4.4 | -1.5 | -0.8 | -5.3 | -2.4 | -1.8 | 3.1 | -2.9
CO/N=C(\N)c1ccc([N+](=O)[O-])cc1 | -14.3 | -16.7 | 5.7 | -1.6 | -3.2 | -4.7 | 1.0 | 12.0
CCN1CC2([N+](=O)[O-])CC=C(OC)C([N+](=O)[O-])(C1)C2 (centres undefined) | -0.2 | -2.5 | -7.2 | -1.5 | -0.9 | -1.9 | -13.8 | -25.7
CNS(=O)(=O)c1cccc(C(=O)OCC(=O)Nc2ccc(Cl)cc2F)c1 | -7.1 | 2.3 | -3.3 | 3.4 | 14.6 | -23.3 | -5.5 | -26.6
COc1cc(OC)cc(C(=O)NCC(=O)OCc2cc(=O)oc3cc(OC)ccc23)c1 | -0.4 | 3.2 | -0.2 | 4.5 | -7.8 | 5.4 | 15.0 | 13.6
Cc1nc2cc(NC(=O)COc3ccc(C#N)cc3)ccc2n1-c1ccccc1 | 37.7 | 2.6 | -1.0 | -10.9 | 13.6 | -18.0 | 11.4 | -19.6

# Random excerpt: 6 records from the list, in no set order.
Structure | EBI2 block | CCR6 antagonist | SENP8 inh | Gli-Sufu antag | Apaf1 inhib | Jurkat NFkB inh | UBC13 polyUb | 697 NFkB inh
CO/N=C(\N)c1ccc([N+](=O)[O-])cc1 | -14.3 | -16.7 | 5.7 | -1.6 | -3.2 | -4.7 | 1.0 | 12.0
CN(CC(=O)Nc1ccc(Cl)cc1)C(=O)CCc1ccccc1 | -19.7 | 11.8 | -2.3 | 1.2 | 3.2 | 20.5 | -5.6 | 13.0
CNS(=O)(=O)c1cccc(C(=O)OCC(=O)Nc2ccc(Cl)cc2F)c1 | -7.1 | 2.3 | -3.3 | 3.4 | 14.6 | -23.3 | -5.5 | -26.6
Cc1cc2cc(CCNC(=O)CC(C)(C)C)c(=O)[nH]c2cc1C | -1.9 | -15.2 | -17.2 | 4.2 | 15.9 | -7.0 | 7.7 | -10.4
Cc1ccc(-c2nnc(Nc3ccc(C(=O)N(C)C)cc3)c3ccccc23)cc1S(N)(=O)=O | -6.5 | 10.9 | -7.1 | 0.1 | 3.1 | 11.9 | 4.8 | -0.8
COc1cc(OC)cc(C(=O)NCC(=O)OCc2cc(=O)oc3cc(OC)ccc23)c1 | -0.4 | 3.2 | -0.2 | 4.5 | -7.8 | 5.4 | 15.0 | 13.6
